GLP1R inv ag: qHTS of GLP-1 Receptor Inverse Agonists (Inhibition Mode) | 410,000 compounds, 1.6% hits | Potency, µM (titrated, usually from 38.3 µM), without a hit: at the highest dose activity change, negative = inhibition, usual class: inhibitors | Glucagon-like peptide 1 receptor (Homo sapiens), P43220 | AID 624417, 2012 | HEK293 GLP-1R CRE-luciferase, luminescence, 24 h; GLP-1R form is constitutively active; further: potency means the concentration at half of the fitted maximal effect; on the % scale 0 is the no-effect control and ±100 the full control effect; nearly all actives have a fitted effect of over 55% in size
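Readout was luciferase luminescence, measured 12 min after detection reagent at room temperature. Beforehand, GLP-1R reporter HEK293 cells had sat 12 h, then received compounds for 24 hr at 37 deg C.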
EPAC1 antagonist: qHTS for Antagonist of cAMP-regulated guanine nucleotide exchange factor 3 (EPAC1): primary screen. Rap guanine nucleotide exchange factor 3 (Homo sapiens), O95398. EPAC1 GEF assay, Rap1b-BODIPY-GDP exchange fluorescence. Potency, µM (doses to about 115 µM), inactives show at the top dose activity change, negative = inhibition, hits mostly inhibitors. 360,000 compounds, 0.14% hits;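 further: potency means the concentration at half of the fitted maximal effect; plate controls were vehicle for no effect and positive control for full effect; nearly all actives have a fitted effect of over 50% in size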
PI5P4Ka inh: qHTS for Inhibitors of phosphatidylinositol 5-phosphate 4-kinase (PI5P4K); Phosphatidylinositol 5-phosphate 4-kinase type-2 alpha (Homo sapiens), P48426; max response, %; PI5P4Kalpha enzyme, ADP-Glo luminescence, 60 min; stronger effect = lower value; AID 652105, 2013; 330,000 compounds, 1.2% hits; active means max response of -50% or lower; inconclusive means between -30% and -50%; inactive means -30% or higher; further: value at the top dose of about 77 µM; on the % scale 0 is the no-effect control and ±100 the full control effect
Target sequence (P48426 whole entry, looked up): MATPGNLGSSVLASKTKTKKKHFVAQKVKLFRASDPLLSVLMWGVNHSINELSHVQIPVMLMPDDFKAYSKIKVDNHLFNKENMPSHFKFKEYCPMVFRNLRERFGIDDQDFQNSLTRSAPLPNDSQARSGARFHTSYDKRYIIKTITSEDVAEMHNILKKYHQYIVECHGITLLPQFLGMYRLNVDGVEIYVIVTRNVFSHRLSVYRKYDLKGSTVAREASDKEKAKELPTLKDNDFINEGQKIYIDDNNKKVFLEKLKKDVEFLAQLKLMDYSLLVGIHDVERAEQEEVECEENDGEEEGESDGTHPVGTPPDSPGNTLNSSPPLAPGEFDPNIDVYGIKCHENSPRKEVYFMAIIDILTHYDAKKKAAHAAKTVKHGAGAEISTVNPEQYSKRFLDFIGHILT
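Reactions run in 0.038 M HEPES pH 7.4, 0.28 mM EGTA, 0.1% CHAPS and 5% DMSO, with PI5P4Kalpha, substrate, compound and 5 microM ATP final, one hour at room temperature. Readout is ADP-Glo luminescence.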
PLK1 PBD inh: qHTS for Inhibitors of PLK1-PDB (polo-like kinase 1 - polo-box domain): Primary Screen; Potency, µM, inactives show max response, negative = inhibition, hits mostly inhibitors; Serine/threonine-protein kinase PLK1 (Homo sapiens), P53350; 360,000 compounds, 2.8% hits; Plk1 PBD binding of FITC phosphopeptide, fluorescence polarization; further: potency means the concentration at half of the fitted maximal effect; series mostly up to about 57 µM; on the % scale 0 is the no-effect control and ±100 the full control effect; nearly all actives have a fitted effect of over 65% in size
GLP1R cytotox: qHTS of GLP-1 Receptor Inverse Agonists: Cytotox Screen; HEK293 cAMP-luciferase reporter cells, luminescence, 24 h; 410,000 compounds, 0.13% hits; Potency, µM (titrated, usually from 38.3 µM), inactives show top-dose activity change, negative = inhibition, usual class: inhibitors; AID 624418, 2012;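 further: loss of luciferase light is scored as toxicity; potency means the concentration at half of the fitted maximal effect; on the % scale 0 is the no-effect control and ±100 the full control effect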
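Luminescence readout: signal drop marks cytotoxicity. Plated cells grew 12 h at 37 °C, 5% CO2, received 23 nL compound for 24 h, then got luciferase reagent, read after 12 min at RT.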
GLP1R ag: qHTS of GLP-1 Receptor Agonists; Glucagon-like peptide 1 receptor (Homo sapiens), P43220; HEK293 GLP-1R CRE-luciferase, luminescence, 4-6 h; cells express a hypersensitive GLP-1R form; Potency, µM (highest dose often 45.6 µM), for the others: top-dose activation, most hits filed as activators; 380,000 compounds, 0.007% hits; further: potency means the concentration at half of the fitted maximal effect; % of control where 0% means no effect
EPAC1 ag: qHTS for Agonist of cAMP-regulated guanine nucleotide exchange factor 3 (EPAC1): primary screen. Rap guanine nucleotide exchange factor 3 (Homo sapiens), O95398. EPAC1 agonist qHTS, biochemical assay; response scale: 100% = response to 6.5 mM cAMP. Potency, µM (titrated, usually from 154 µM), for inactives: at the highest dose activation, actives largely listed as activators. 360,000 compounds, 0.073% hits; further: potency means the concentration at half of the fitted maximal effect; nearly all actives have a fitted effect of over 60% in size
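Nucleotide exchange assay: 100 nM EPAC1 with 250 nM Rap1B loaded with BODIPY-GDP and 50 uM GDP, room temperature. Fluorescence (480/540 nm) read every 5 min for 30 min; signal change normalized to 6.5 mM cAMP as full agonist.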
IL2 activator: qHTS of IL-2 Activators; IL-2 activation reporter assay, cell-based qHTS; stimulated with anti-CD3/CD4/CD28 beads; in transgenic mouse T cells; activation, % (series mostly up to about 46 µM); 360,000 compounds, 0.065% hits; AID 652025, 2013; in the data active means activation above about 50%; inconclusive means mostly about 30% to 49%; further: 0% is about no effect
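Quantitative HTS in unstimulated transgenic mouse T cells, with memory T cells as non-tolerant control and PMA/ionomycin as tolerance-bypass control. Compound pretreatment lasted 60 minutes before 18 h bead stimulation; EGFP/DsRed fluorescence read.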
PTHR1 ag: qHTS for PTHR1 Agonists: Primary Screen; HEK293 GP2 PTHR1 cells, GloSensor cAMP luminescence, 1 h; 410,000 compounds, 0.075% hits; Potency, µM (top dose mostly 115 µM), without a hit: at the top dose activation, most hits filed as activators; further: potency means the concentration at half of the fitted maximal effect; nearly all actives have a fitted effect of over 55% in size; some results filed as inactive show a strong effect at the top dose; inactives centre near -15; many of its hits are not listed in these tables
Target sequence (Q03431 whole entry, looked up): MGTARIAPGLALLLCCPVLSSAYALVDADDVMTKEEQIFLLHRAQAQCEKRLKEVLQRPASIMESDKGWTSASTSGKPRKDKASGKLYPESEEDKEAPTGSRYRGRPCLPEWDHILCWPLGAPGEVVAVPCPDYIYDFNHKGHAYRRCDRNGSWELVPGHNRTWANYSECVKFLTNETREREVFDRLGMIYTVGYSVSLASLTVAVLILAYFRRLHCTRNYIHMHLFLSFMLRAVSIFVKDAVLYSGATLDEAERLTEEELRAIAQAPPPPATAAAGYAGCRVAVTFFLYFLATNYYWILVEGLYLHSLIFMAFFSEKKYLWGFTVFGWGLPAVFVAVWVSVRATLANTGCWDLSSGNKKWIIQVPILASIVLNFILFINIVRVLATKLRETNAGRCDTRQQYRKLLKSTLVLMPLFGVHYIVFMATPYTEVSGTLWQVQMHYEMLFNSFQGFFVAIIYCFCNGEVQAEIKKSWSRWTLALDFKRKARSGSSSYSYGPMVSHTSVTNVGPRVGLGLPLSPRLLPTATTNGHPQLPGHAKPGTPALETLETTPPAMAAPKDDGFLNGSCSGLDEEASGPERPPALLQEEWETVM
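HEK-293-derived GP2 cells expressing PTHR1 and a GloSensor cAMP reporter, 3,000/well, plated overnight, given luciferin plus IBMX (each 0.5 mM as added) for 1 h at 37 °C, then compound for 1 h at 37 °C. Luminescence was read after 15 min at room temperature.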
Numbers without * were called inactive; i = inactive; ? = inconclusive; . = no result given; [ ] = remark or other dose. Unless noted, the call rests on the fitted dose curve; in most records, active means well fitted curve in the direction sought with a large enough effect; inconclusive means small, poorly fitted or top-dose-only effect, or another doubt; inactive means no such curve, though single readings can be large; an effect the other way counts as inactive or inconclusive. Some of the compounds tested. The share of hits here may be higher or lower than overall.

SMILES | GLP1R inv ag | EPAC1 antagonist | PI5P4Ka inh | PLK1 PBD inh | GLP1R cytotox | GLP1R ag | EPAC1 ag | IL2 activator | PTHR1 ag
O=C(c1ccco1)N1CCN(/C(=N/S(=O)(=O)c2cccs2)c2ccccc2Cl)CC1 | -5% | -19% | 2 | -12% | -16% | -2% | -9% | 0.9 | -3%[57.5 µM]
Cc1ccc(-c2nc3cnccn3c2Nc2ccc3c(c2)OCO3)o1 | 20% | -4% | -1 | -19% | -10% | 12% | -3% | 1.1 | i
Cc1cc(C)c2nc(NC(=O)c3ccco3)sc2c1 | ? | -30% | 4 | -8% | -3% | -5% | -1% | 0.0 | -51%[inhibitor]
CC(C)CCC1(C)NC(=O)N(CC(=O)c2ccc[nH]2)C1=O (stereo not drawn) | 2% | -7% | ? | -11% | -7% | 10% | 7% | -4.9 | i
CCN1CCCC1CNC(=O)CN(C)S(=O)(=O)c1ccc(Cl)cc1 (stereo not drawn) | ? | -4% | 1 | -3% | -7% | 5% | 0% | -0.3 | -12%
O=C(c1cc2ccccc2cc1O)N1CCN(c2ccccn2)CC1 | -11% | 6% | -1 | -13% | 9% | 10% | 5% | 0.6 | i
COc1ccc(CC2NCCC3=CC(=O)CCC32)cc1O (stereo not drawn) | . | -8% | . | . | . | 1% | 3% | 0.2 | -12%
NS(=O)(=O)c1ccc(N2CCCC2=O)c([N+](=O)[O-])c1 | 3% | 5% | -1 | -12% | -3% | 3% | 2% | 3.6 | i
CCn1c(SCC(=O)Nc2nccs2)nnc1-c1ccncc1 | 11% | 16% | -2 | -2% | -3% | 3% | 10% | 0.5 | ?
Cc1ccc(NC(=O)CN(C)C(=O)CSc2nncn2C)cc1 | -1% | -1% | 2 | -1% | 7% | -4% | 7% | 1.2 | i
c1ccc(NC2=Nc3ccccc3CS2)cc1 | 14% | -10% | -5 | 0% | 2% | -9% | 11% | -1.0 | -10%[57.5 µM]
Cc1cccc(C(=O)Nc2ccccc2C(=O)NCc2ccco2)c1 | ? | -35% | 17 | -7% | 3% | 14% | 10% | -4.4 | i
COc1cccc2c1OCC(C(=O)NCc1ccc(Cl)cc1Cl)=C2 | -17% | 0% | 0 | -4% | -7% | 6% | 23% | -0.1 | -10%[57.5 µM]
O=C(CCc1ccccc1F)N1CCN(c2ccccc2)CC1 | 17% | 11% | -5 | 7% | -13% | 0% | 0% | 0.1 | -6%
N#Cc1c(NC(=O)CSc2nc(-c3ccccc3)cc(C(F)(F)F)n2)sc2c1CCC2 | 4% | -6% | 6 | ? | -10% | -4% | -6% | 0.9 | i
CCN(CC)CCCNc1nc2cc(OC)c(OC)cc2c2nc(-c3cccnc3)nn12 | 3% | 5% | . | 2% | -9% | -4% | -6% | -3.4 | -10%[57.5 µM]
CN(CC(=O)N1CCN(c2ccccc2F)CC1)S(=O)(=O)c1cnc[nH]1 | 0% | 17% | . | -14% | 3% | -6% | 5% | -1.7 | -16%
O=C(Nn1c(-c2ccncc2)nc2ccccc2c1=O)c1ccccc1Br | 9% | -2% | 5 | 3% | -3% | 4% | 1% | 0.5 | i
Cc1ccc(C)c(NC(=O)CCN2CCc3ccccc3C2)c1 | 11µM* | ? | -1 | -1% | 3% | 6% | 1% | -0.3 | i
COc1cccc(-c2ncc3ccccc3c2COC(=O)c2ccccc2C(=O)O)c1 | -3% | -4% | -3 | -3% | 0% | 0% | -10% | 0.2 | i
CCc1ccc(NC(=O)CSc2ccc(-c3ccco3)nn2)cc1 | 1%[0.307 µM] | 9% | -16 | 19µM* | -3%[0.307 µM] | 5% | -9% | -0.3 | -38%[inhibitor]
COc1cc(/C=N/NC(=O)c2cccc(N3CCCC3=O)c2)ccc1O | 42%[activator] | 10% | -9 | 5% | 0% | 8% | -3% | -4.9 | -10%
Cc1ccccc1-c1ccc(CN2C(C(C)C)C(=O)N(Cc3cn(CCC4OCCO4)nn3)CCS2(=O)=O)cc1 (stereo not drawn) | ? | -3% | 12 | -7% | -5% | -4% | 7% | -0.4 | -19%
Cc1cc([N+](=O)[O-])nn1CC(=O)NCCCn1ccnc1 | 1% | 4% | -2 | -6% | 2% | 6% | -3% | -1.8 | i
Cc1cc([N+](=O)[O-])ccc1Nc1nc2ccccc2n2cnnc12 | 19% | 2% | 6 | 1% | 2% | 0% | 7% | 0.1 | i

Next section.
SMILES | GLP1R inv ag | EPAC1 antagonist | PI5P4Ka inh | PLK1 PBD inh | GLP1R cytotox | GLP1R ag | EPAC1 ag | IL2 activator | PTHR1 ag
O=C(Cn1c(-c2ccccc2)c[n+]2ccsc12)c1ccccc1 | -3% | -9% | 0 | -9% | -11% | 8% | 10% | -1.6 | i
Cc1ccc([C@@H]2[C@@H]3C(=O)N(C)C(=O)[C@@H]3[C@]3(Cc4ccccc4)C(=O)N(Cc4ccccc4)CC(=O)N23)o1 | 5% | -28% | -2 | -6% | 3% | 8% | 0% | 0.6 | -9%
Cc1cc(C)n(CCCNC(=O)CCNS(=O)(=O)c2ccccc2C(F)(F)F)n1 | -13% | 1% | -5 | -4% | -2% | -6% | 6% | -0.5 | i
Cc1nnc(NC(=O)C2CCCN(c3ncccn3)C2)s1 (stereo not drawn) | 5% | 4% | . | -2% | -8% | 15% | -2% | -2.3 | i
Cn1nnnc1SCC(=O)N1c2ccccc2CCc2ccccc21 | -1% | -6% | 1 | -11% | 1% | 2% | 2% | -1.5 | i
COc1ccccc1N1CCN(C(=O)c2cc(-c3ccc4c(c3)OCO4)on2)CC1 | 1% | 2% | . | -7% | -1% | -12% | 7% | 0.8 | i
CCCn1nc(C(=O)NCC(C)(C)N2CCOCC2)c2ccccc2c1=O | 2% | 3% | 5 | -12% | -7% | 18% | 9% | -0.2 | i
Cc1cc(C)c(NC(=O)Cn2c(=O)n(CCCCC(=O)NCc3ccccc3Cl)c(=O)c3ccccc32)c(C)c1 | 13% | . | . | . | 22% | -2% | . | . | -18%
N/C(CS(=O)(=O)c1ccccn1)=N\OC(=O)c1ccc(Cl)cc1 | 34%[activator] | -6% | 8 | -6% | 5% | 8% | 10% | -0.4 | i
Cc1cccc(NC(=O)CNC(=O)COC(=O)C2CC2C)c1C (stereo not drawn) | 6% | -8% | -9 | -3% | 3% | -14% | 10% | -3.2 | 0%
CCCN1CCN(CCCNC(=O)Cn2nc(C)n3c(cc4cc(OC)ccc43)c2=O)CC1 | -1% | -23% | 7 | -5% | -14% | 10% | 12% | 0.0 | -1%
NC(=O)C1C2CCC(C2)C1C(N)=O (stereo not drawn) | 15% | -4% | 5 | 2% | 0% | 4% | 5% | 0.1 | 1%
CC12CCC(=O)N1C(C(=O)Nc1cc(C(F)(F)F)ccc1N1CCOCC1)CS2 (stereo not drawn) | ? | 1% | -6 | -7% | 2% | 7% | -5% | -5.2 | i
O=C(O)c1cc2c(=O)c3ccccc3oc2nc1C(F)(F)F | 2% | 6% | -5 | -21% | 10% | -2% | -4% | 0.1 | 11%
COc1ccccc1N1C(=O)c2ccc(C(=O)Nc3ccccc3O)cc2C1=O | 10% | 9% | -3 | 4% | -8% | 3% | -1% | -2.8 | -28%
Cc1[nH]c(=O)[nH]c(=O)c1S(=O)(=O)N1CCN(c2ccccc2)CC1 | 10% | -25% | -3 | 0% | -6% | -4% | 22% | -0.7 | -17%
COc1ccc(N2C3=C(CC4=C2CCCC4=O)C(=O)CCC3)cc1 | 46%[activator] | -19% | ? | 21µM* | -8% | -3% | -10% | -1.6 | -2%[57.5 µM]
CCOC(=O)CSc1nc(C)cc(C)n1 | -1% | 5% | 2 | -7% | 3% | 3% | -3% | 0.4 | -22%
CCN(CC)C(=O)CSc1nc2c(sc(=S)n2-c2ccccc2)c(=O)n1-c1ccc(OC)c(OC)c1 | ? | -6% | 6 | -2% | 3% | 0% | 7% | -2.4 | -7%
CCOC(=O)c1c(C)c(-c2ccccc2)n(CC(=O)Nc2cccc(C)c2C)c1C | -7% | . | . | . | -6% | 1% | . | . | -1%
O=C(Nc1cnns1)Oc1ccccc1 | 11% | 6% | -27 | -4% | -4% | 3% | -11% | -0.5 | -10%
Cc1cc(C)c(S(=O)(=O)N2CCOC2CNC(=O)C(=O)NCCc2c[nH]c3ccccc23)c(C)c1 (stereo not drawn) | ? | 13% | -19 | -5% | -21% | -4% | 6% | -3.9 | -26%
O=C(COc1ccccc1Cl)Nc1cc(Cl)ccc1O | 1% | 3% | -1 | -5% | -10% | 8% | 11% | 2.3 | i
Cc1ccc(S(=O)(=O)N(C)CC(=O)OCC(=O)NC(=O)Nc2ccc3c(c2)OCCO3)cc1 | 16% | 7% | -9 | 27µM* | -16% | -3% | 3% | 0.7 | i
CCc1nnc(NC(=O)c2c(-c3ccccc3)noc2C)s1 | -21% | -15% | -8 | -14% | 3% | 7% | 8% | 0.3 | i
Nc1ccccc1C(=O)NCCCN1CCOCC1 | 11% | -3% | -4 | -10% | 3% | 7% | 3% | -2.1 | i

For convenience, 2 of the compounds above.
SMILES | GLP1R inv ag | EPAC1 antagonist | PI5P4Ka inh | PLK1 PBD inh | GLP1R cytotox | GLP1R ag | EPAC1 ag | IL2 activator | PTHR1 ag
O=C(Cn1c(-c2ccccc2)c[n+]2ccsc12)c1ccccc1 | -3% | -9% | 0 | -9% | -11% | 8% | 10% | -1.6 | i
Cc1ccc([C@@H]2[C@@H]3C(=O)N(C)C(=O)[C@@H]3[C@]3(Cc4ccccc4)C(=O)N(Cc4ccccc4)CC(=O)N23)o1 | 5% | -28% | -2 | -6% | 3% | 8% | 0% | 0.6 | -9%
